HCV inhibitor – blocks hepatitis C virus; Huh7.5.1 HCVcc-Cre infection, luciferase reporter, 44 h; Potency, µM (top dose mostly 41.8 µM), for the others: top-dose activity change, negative = inhibition, most hits filed as inhibitors; 340,000 tested, 3.4% active
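Antiviral activity was scored by luciferase reporter output from cells infected with HCVcc-Cre (~0.5 moi) in presence of compound, 44 h infection period, cells seeded 1,000/well 4 h prior.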
Pf growth 96h – P. falciparum growth inhibition at 96 hours | Potency, µM (doses to about 28.7 µM), for inactives: at the highest dose activity change, negative = inhibition, actives largely listed as inhibitors | AID 504834 | P. falciparum luciferase reporter growth, 96 h | 320,000 tested, 6.9% active
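Two parasite generations (96 h, 37 C, 5% CO2) of compound exposure in infected erythrocytes (0.05% parasitemia, 2% hematocrit). Luciferase-reporter P. falciparum; decreased luminescence indicates inhibited growth, aimed at apicoplast-acting delayed death.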
Pf growth 48h – P. falciparum growth inhibition at 48 hours (one generation). P. falciparum luciferase growth in erythrocytes, 48 h. Potency, µM (top dose mostly 28.7 µM), inactives show at the top dose activity change, negative = inhibition, actives largely listed as inhibitors. 310,000 tested, 5.9% active. AID 504832
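A one-generation exposure of luciferase-tagged malaria parasites in RPMI 1640/Albumax erythrocyte culture, 37 C and 5% CO2. Inhibition is inferred from decreased luminescence after adding detection reagent.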
Tb PYK inh – T. brucei pyruvate kinase inhibition; Q57TT1; AID 624173; TbPYK enzyme, Kinase-Glo Plus ATP luminescence, 45 min; Potency, µM (series often up to 76.8 µM), for inactives: at the top dose activity, negative = inhibition, actives largely listed as inhibitors; 410,000 tested, 0.12% active; further: nearly all actives have a fitted effect of over 50% in size
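Quantitative HTS: titrated library compounds versus trypanosomal pyruvate kinase in TEA buffer (pH 7.2) containing KCl, MgCl2, BSA and Tween-20. Reactions were initiated with ADP, 130 uM final. Kinase-Glo Plus luminescence was read after 45 min at RT.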
LmPK inhibitor – LmPK (Leishmania mexicana) enzyme inhibition. purified LmPK, Kinase-Glo ATP luminescence, 1 h. Potency, µM (top dose mostly 57.5 µM), inactives show at the top dose activity change, negative = inhibition, most hits filed as inhibitors. Q27686. 290,000 tested, 0.37% active
Target sequence (Q27686 whole entry, looked up): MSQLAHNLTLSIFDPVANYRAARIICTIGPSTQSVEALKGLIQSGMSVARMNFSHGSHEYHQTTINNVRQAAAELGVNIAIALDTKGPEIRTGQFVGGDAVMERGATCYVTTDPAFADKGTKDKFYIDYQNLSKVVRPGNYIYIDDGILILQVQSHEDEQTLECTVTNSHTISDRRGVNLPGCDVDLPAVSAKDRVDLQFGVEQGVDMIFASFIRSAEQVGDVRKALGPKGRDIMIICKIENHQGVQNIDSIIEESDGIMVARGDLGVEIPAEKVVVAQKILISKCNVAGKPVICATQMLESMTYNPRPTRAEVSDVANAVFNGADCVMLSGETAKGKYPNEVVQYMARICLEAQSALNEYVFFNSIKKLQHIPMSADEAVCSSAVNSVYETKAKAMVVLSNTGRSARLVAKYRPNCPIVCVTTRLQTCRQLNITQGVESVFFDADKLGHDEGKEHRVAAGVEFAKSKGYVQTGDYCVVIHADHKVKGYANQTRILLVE
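Purified LmPK (0.1 nM) converted ADP (0.1 mM) to ATP with PEP (0.5 mM) in imidazole buffer pH 7.2 with KCl and MgCl2, 1 h at room temperature. ATP was read by Kinase-Glo luminescence; data normalized to uninhibited and no-enzyme controls.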
Sm TGR inh – blocks Schistosoma mansoni thioredoxin glutathione reductase | Q962Y6 | purified TGR, DTNB reduction, TNB absorbance 405 nm | Potency, µM (top dose mostly 114 µM), inactives show at the top dose activity change, negative = inhibition, usual class: inhibitors | 360,000 tested, 3% active; further: nearly all actives have a fitted effect of over 60% in size
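TGR 20 nM + NADPH 100 uM (dispensed conc.), cpd preinc 15 min RT; start with NADPH (500 uM addition) then DTNB (15 mM addition). Kinetic TNB absorbance, 405 nm filter. Four-parameter Hill fit across titration.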
* hit, by the source's call; ? = inconclusive; / = no result given; & = joins results of further samples; [ ] = another dose, or the depositor's remark. The call rests on the fitted dose curve; in most records, active means well fitted curve in the direction sought with a large enough effect; inconclusive means small, poorly fitted or top-dose-only effect, or another doubt; inactive means no such curve, though single readings can be large; an effect the other way counts as inactive or inconclusive. On the % scale 0 is the no-effect control and ±100 the full control effect; potency means the concentration at half of the fitted maximal effect.

1. CC(C)OCCCNC(=S)N1CCC(C(=O)c2ccc(Cl)cc2)CC1
2. O=C(O)c1cc2cc(F)ccc2[nH]1
3. CC(C)CC(C(=O)O)N1C(=O)C2C3c4ccccc4C(c4ccccc43)[C@@H]2C1=O (stereo not given in full)
4. CC1CC(C)CN(C(=O)CCNC(=O)c2ccccc2Cl)C1 (stereo not given)
5. CCCN(CCC)C(=O)CC(c1ccccc1)c1cc(Br)ccc1O (stereo not given)
6. CCc1ccc2c(c1)cc(CN(C(=S)Nc1ccccc1)C1CC1)c1nnnn12
Compound	1	2	3	4	5	6
HCV inhibitor	?	3%[8.37 µM]	15%	12%	?	-16%
Pf growth 96h	-27%	19%	31%[activator]	0.47µM*	/	?
Pf growth 48h	-7%	0%	16%[0.00184 µM]	0.93µM*	13µM*	?
Tb PYK inh	-21%	0%	-7%	1%	0%	1%
LmPK inhibitor	10%	9%&6%	4%	-8%	8%	0%
Sm TGR inh	-11%	4%&-13%	0%	0%	18%	-4%

7. COc1ccc(CCN(C)CC(O)c2ccccc2)cc1OC (stereo not given)
8. COc1ccc(S(=O)(=O)N2CCCCC2)cc1NC(=O)CSc1nnc(C2CC2)n1C
9. Brc1ccc(-c2noc(-c3ccccc3)n2)o1
10. COc1cc(OC)cc(-c2c(-c3cccs3)c3cc(-c4ccc(OC)cc4F)ccc3n2C)c1
11. COc1ccc2c(c1)CCc1c(C(=O)NCc3ccc(Cl)cc3)noc1-2
12. O=C(Nc1cccc(S(=O)(=O)N2CCCCC2)c1)c1ccc2ccccc2n1
Compound	7	8	9	10	11	12
HCV inhibitor	-8%	4%	?	?	5%	?
Pf growth 96h	-15%	?	204%[activator]	5.9µM*	/	0%
Pf growth 48h	-1%	-18%	203%[activator]	13µM*	/	-19%
Tb PYK inh	-12%	1%	0%&-2%	-4%	1%	-2%
LmPK inhibitor	-6%	/	-20%	/	3%	3%
Sm TGR inh	8%	3%	11%&-35%	9%	?	0%

13. O=C(Oc1cccc(-n2cnnn2)c1)c1sc2ccccc2c1Cl
14. O=C(c1ccccc1F)N1CCN(S(=O)(=O)c2ccc3ccccc3c2)CC1
15. CCNS(=O)(=O)c1cc(-c2nnc(OC)c3ccccc23)ccc1C
16. O=C(O)Cn1c(-c2cscn2)nc2ccccc21
17. COc1ccccc1C(=O)N1CCN(Cc2cn[nH]c2-c2ccc(F)cc2F)CC1
18. O=C(C1=C(O)C(=O)N(c2ncccn2)C1c1ccc(F)cc1)c1ccco1 (stereo not given)
Compound	13	14	15	16	17	18
HCV inhibitor	0%	-25%	-21%	5%	-3%	-10%
Pf growth 96h	1%	-7%	54%[activator]	19%	6%	7%
Pf growth 48h	-8%	15%	84%[activator]	22%	0%	0%
Tb PYK inh	0%	1%	-5%	2%	-7%	-7%
LmPK inhibitor	2%	1%	1%	2%	4%	-1%
Sm TGR inh	6%	5%	5%	7%	-14%	-33%

19. Cc1cnc(NC(=O)c2cccc(S(=O)(=O)N3CC(C)OC(C)C3)c2)s1 (stereo not given)
20. COc1ccc(NC(=O)N2CCN(C(=O)Nc3ccc(OC)cc3)CC2)cc1
21. O=C(/C=C/c1ccco1)N(Cc1cccc(Br)c1)C1CCS(=O)(=O)C1 (stereo not given)
22. COc1ccc2c(Cl)c(-c3nnc(SCC(=O)c4ccccc4)n3C)sc2c1
23. CN(CCC#N)C(=O)COC(=O)c1ccc(CNS(=O)(=O)c2ccc(F)c(Cl)c2)cc1
24. O=C(COC(=O)c1ccccc1O)NCCC1=CCCCC1
Compound	19	20	21	22	23	24
HCV inhibitor	11µM*	8%	7%	11µM*	22%	?
Pf growth 96h	13µM*	-11%	?	/	0%	56%[activator]
Pf growth 48h	?	-28%	?	?	-1%	56%[activator]
Tb PYK inh	0%	5%	-22%	-6%	1%	-1%
LmPK inhibitor	0%	5%	2%	4%	-1%	6%
Sm TGR inh	11%	-2%	3.2µM*	-8%	8%	1%

25. CCC(Sc1nc(-c2ccccc2)c(-c2ccccc2)[nH]1)C(=O)O (stereo not given)
26. COc1ccccc1C(=O)COC(=O)c1ccccc1O
27. CCOC(=O)c1sc(NC(=O)c2ccc(S(=O)(=O)N3CCCCCC3)cc2)nc1-c1ccccc1
28. O=C(O)c1cccc(S(=O)(=O)N2CC=C(c3ccccc3)CC2)c1
29. O=[N+]([O-])c1cc2c(cc1CN1CCN(c3ccc(F)cc3)CC1)OCO2
30. CC(=O)Nc1ccc(Nc2cc(C)nc(Nc3ccc(NC(C)=O)cc3)n2)cc1
Compound	25	26	27	28	29	30
HCV inhibitor	9%	15%	4%	9%	-6%	-6%
Pf growth 96h	-16%	9%	57%[activator]	-9%	59%[activator]	2.9µM*
Pf growth 48h	25%	13%	10%	-23%	-2%	1.7µM*
Tb PYK inh	-9%	-4%	4%	-1%	-3%	-2%
LmPK inhibitor	-1%	-1%	0%	/	-1%	/
Sm TGR inh	-7%	-7%	-7%	?	-11%	1%

31. O=c1c2[nH]c3cccc(Cl)c3c2ncn1CCN1CCCCC1
32. O=C(O)c1ccc(N2C(=O)c3ccc(C(=O)c4cccc([N+](=O)[O-])c4)cc3C2=O)cc1
33. O=C(COc1ccccc1Cl)NNC(=O)c1ccc2nc[nH]c2c1
34. CC(=O)Oc1cc2c(C(=O)NCCCN3CCOCC3)c(C)oc2c2ccccc12
35. COC(=O)c1ccc(NC(=O)Cn2nc(SC)n(N)c2=S)cc1
36. CCCn1c(C2CCCN2c2nc(-c3cccc(Br)c3)cs2)nc2cc(Cl)c(Cl)cc21 (stereo not given)
Compound	31	32	33	34	35	36
HCV inhibitor	16%	12%	27%	11µM*	-7%	-28%
Pf growth 96h	13%	9%	24%	12%	0%	9.3µM*
Pf growth 48h	23%	10%	?	?	-7%	12µM*
Tb PYK inh	-4%	-5%	-5%	-17%	-27%	2%
LmPK inhibitor	3%	-2%	/	2%	7%	0%
Sm TGR inh	37%[activator]	3%	3%	35µM*	-17%	?

37. COc1cccc(C#Cc2c(C=O)n(C)c3ccccc23)c1
38. NC(=O)CC[C@@H]1NC(=O)[C@H](CO)NC(=O)c2cc([N+](=O)[O-])cc(I)c2OCC[C@@H](C(N)=O)NC1=O
39. CCn1c(=O)c2cc(C(=O)Nc3cc(C)on3)sc2c2ccccc21
40. C[C@H](NC(=O)Cc1ccccc1)C(=O)N1CCC2(CC1)NCCc1[nH]cnc12
41. C/C(=N\NC(=O)c1ccc(Cl)c(Cl)c1)c1cccc(NC(=O)C(C)C)c1
42. CCC(C)NCc1ccc(C(=O)OC)o1 (stereo not given)
Compound	37	38	39	40	41	42
HCV inhibitor	?	-4%[8.37 µM]	-12%	19%	-28%	15%
Pf growth 96h	?	-4%	?	13%	66%[activator]	47%[activator]
Pf growth 48h	13µM*	9%	/	-2%	0%	51%[activator]
Tb PYK inh	4%	5%	0%	2%	1%	-7%
LmPK inhibitor	/	2%	5%	6%	2%	4%
Sm TGR inh	-5%	-8%	4%	?	8%	0%

43. CCCN1CCC(NC(=O)C2CCCCC2C(=O)O)CC1 (stereo not given)
44. O=C1COc2ccc(S(=O)(=O)Nc3ccc(OC(F)(F)F)cc3)cc2N1
45. CCOC(=O)c1ccc(NC(=S)Nc2cccc(N)n2)cc1
46. CC(=O)NC(CC(=O)NC1CCCc2ccccc21)c1ccccc1 (stereo not given)
47. COc1ccc(C2CC(c3ccc([N+](=O)[O-])cc3)=NN2C(C)=O)cc1 (stereo not given)
48. COc1ccc(CCNCC(=O)Nc2ccc(C)c(S(=O)(=O)N(C)C)c2)cc1
Compound	43	44	45	46	47	48
HCV inhibitor	6%	-3%	?	0%	?	?
Pf growth 96h	?	61%[activator]	-89%	0%	-93%	?
Pf growth 48h	11%	21%	?	-16%	38%[activator]	-22%
Tb PYK inh	-8%	-10%	1%	-23%	-11%	2%
LmPK inhibitor	7%	-5%	4%	6%	2%	-5%
Sm TGR inh	1%	-7%	-24%	-1%	-29%	-16%

Full records as entered above. Values in the order: HCV inhibitor, Pf growth 96h, Pf growth 48h, Tb PYK inh, LmPK inhibitor, Sm TGR inh
COc1ccc(CCNCC(=O)Nc2ccc(C)c(S(=O)(=O)N(C)C)c2)cc1 in the list: ?, ?, -22%, 2%, -5%, -16%
O=C1COc2ccc(S(=O)(=O)Nc3ccc(OC(F)(F)F)cc3)cc2N1 in the list: -3%, 61%[activator], 21%, -10%, -5%, -7%

Returning to the listing; the 4 compounds before the break are reprinted first.
45. CCOC(=O)c1ccc(NC(=S)Nc2cccc(N)n2)cc1
46. CC(=O)NC(CC(=O)NC1CCCc2ccccc21)c1ccccc1 (stereo not given)
47. COc1ccc(C2CC(c3ccc([N+](=O)[O-])cc3)=NN2C(C)=O)cc1 (stereo not given)
48. COc1ccc(CCNCC(=O)Nc2ccc(C)c(S(=O)(=O)N(C)C)c2)cc1
49. Cc1ccc(S(=O)(=O)NN2C(=O)/C(=C/c3ccc(F)cc3)SC2=S)cc1
50. O=C(c1cnsn1)N1CCCC(Nc2ccc(F)c(F)c2)C1 (stereo not given)
51. Cc1ccc(SCc2cc(=O)[nH]c(Nc3nc(C)c4ccc(C)cc4n3)n2)cc1
52. CCC(C(=O)NCc1ccc(C)cc1)c1ccccc1 (stereo not given)
53. COc1cccc(-c2cc(C(=O)N3CCN(Cc4ccccc4)CC3)no2)c1
54. Cc1c(NC(=O)C2CCCO2)cccc1[N+](=O)[O-] (stereo not given)
Compound	45	46	47	48	49	50	51	52	53	54
HCV inhibitor	?	0%	?	?	9%	16%	2%	5%	?	31%[activator]
Pf growth 96h	-89%	0%	-93%	?	?	99%[activator]	?	15µM*	/	3%
Pf growth 48h	?	-16%	38%[activator]	-22%	70%[activator]	5%	48%[activator]	-22%	12%	11%
Tb PYK inh	1%	-23%	-11%	2%	0%	6%	-7%	1%	-1%	-10%
LmPK inhibitor	4%	6%	2%	-5%	0%	4%	3%	4%	-1%	1%
Sm TGR inh	-24%	-1%	-29%	-16%	2%	-17%	-6%	4%	0%	-21%

55. Cc1ccc(C)c(CNS(=O)(=O)c2ccc3c(c2)C(C)(C)C(=O)N3C)c1
56. COc1ccccc1C(CNC(=O)c1cccc(S(=O)(=O)NCc2ccccc2)c1)N(C)C (stereo not given)
57. COC(=O)C1=C(C)N(c2ccccc2)/C(=C/c2ccco2)C1=O
58. O=C1Nc2ccccc2OCc2c1cccc2[N+](=O)[O-]
59. CC(OC(=O)c1ccc(Br)c(S(=O)(=O)N2CCOCC2)c1)C(=O)NC1CCCCC1C (stereo not given)
60. O=C(COC(=O)c1cccnc1Nc1cccc(C(F)(F)F)c1)NCc1ccc2c(c1)OCO2
61. CCC1(c2ccccc2)NC(=O)N(CC(=O)Nc2ccc(S(=O)(=O)NC3=NCCCCC3)cc2)C1=O (stereo not given)
62. O=C(CNC(=O)/C(=C\c1ccccc1)NC(=O)c1ccc(Br)cc1)OCc1ccccc1
Compound	55	56	57	58	59	60	61	62
HCV inhibitor	-9%	20%	-15%	7%	-8%	-15%	9%	20%
Pf growth 96h	?	?	?	53%[activator]	?	31%[activator]	-12%	31%[activator]
Pf growth 48h	-6%	3%	-13%	?	-21%	15%	?	40%[activator]
Tb PYK inh	-5%&1%	-3%	0%	2%	3%	2%	5%	5%
LmPK inhibitor	5%	/	9%	3%	/	1%	/	2%
Sm TGR inh	1%&0%	-26%	-24%	5%	-3%	2%	0%	6%

Screens as filed in PubChem.
